# Insulin prom up: MIN6 insulin promoter up-regulation. z-score at 5 µM. MIN6 insulin promoter-GFP reporter, high-content imaging; stronger effect = higher value. hit rate 0.3% among 190,000;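 active = z-score above 3 at 5 µM with at least 500 cells counted in the well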
# b-catenin transl: beta-catenin nuclear translocation modulation; HeLa beta-catenin nuclear translocation, immunofluorescence imaging; nuclear translocation activity, % at 5 µM; hit rate 0.3% among 190,000; AID 1665;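 active = nuclear translocation activity above 50% at 5 µM, with a well cell count of 50 or more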;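 note: per-cell ratio of nuclear to cytoplasmic median beta-catenin stain intensity; plate controls were DMSO negative control for no effect and GSK-3 inhibitor IX positive control for full effect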
#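 Test system: human HeLa cells, endogenous beta-catenin. Times: 24 h compound exposure, 37°C. Measured by: beta-catenin immunofluorescence imaging with DAPI.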
# Yfh1-depleted yeast: mitochondrial function rescue without frataxin homolog – Friedreich's ataxia, plus single-dose screen, dose response (AID 1465). S. cerevisiae Yfh1-off respiration, WST-1 reduction, 72 h; higher fold induction means a stronger effect. one-dose fold induction at 50 µM; EC50 in µM for titrated hits. hit rate 0.074% among 220,000;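 active = fold induction of absorbance versus untreated yeast above a set limit, then at least 30% activation at any dose in follow-up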;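 note: activators that raise dye reduction in frataxin-depleted yeast; strong numbers were not always called active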
# Autophagy mod: autophagy modulation, high-content screen | MEF GFP-LC3 puncta imaging; test concentration mostly 10 µM | calls only at 10 µM (by protocol) | AID 463193 | hit rate 0.98% among 190,000;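 active = percentage of spot-positive cells more than 3 SD above its plate mean, without a fluorescence outlier flag or 80% toxicity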;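 note: spot-positive cell cutoff set from DMSO-treated cells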
# MT stabilizer: microtubule stabilizers in HeLa cells; % tubulin-high responders, % at 10 µM; AID 2205; HeLa tubulin immunostaining HCS, 24 h; share of cells brighter than vehicle mean+2SD; hit rate 0.83% among 200,000;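 active = plate Z-score above 3 for both tubulin-high and condensed-nucleus cell shares, with cell loss under 80%, at 10 µM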;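 note: anti alpha tubulin signal scored within the nucleus-defined area of each cell; some results filed as inactive read as strong as hits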
# Hep lipid drop: hepatic lipid droplet formation modulation; AML12 mouse hepatocytes, oleate lipid droplets, BODIPY imaging; inhibition, % at 6.5 µM; hit rate 0.4% among 240,000;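 active = lipid droplet intensity inhibited by at least 50%, with more than 500 cells counted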
#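 Technique: fluorescence imaging, 20x objective, two fields per well / Assay system: AML12 hepatocytes (mouse) / Measure: % inhibition of lipid droplet signal / Doses: 6.5 µM single-point dosing / Incubation: overnight exposure / Reagent: 100 µM oleic acid challenge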
# WT yeast gro inh: growth inhibition of WT yeast, mitochondrial fusion screen; mitochondrial fusion phenotypic screen, WT strain; inhibition, % at 10 µM; hit rate 2.1% among 190,000; AID 1362; in the data active = inhibition above about 58%; tested in S. cerevisiae
# HEK293 NOD2/NF-kB: inhibition of NOD2-driven NF-kB reporter – cell-based, luminescence, uHTS, HEK293 (AID 1566); one-dose inhibition, % at 4 µM; EC50 in µM for titrated hits; hit rate 0.63% among 290,000; HEK293 NOD2/NF-kB luciferase reporter, luminescence; higher % means a stronger effect; in the data active = inhibition above about 50%; note: many of its hits are not listed in these tables
# Dynein transport: dynein cargo transport inhibition | 3617.4 mouse cells, GR-EGFP nuclear translocation imaging; test concentration mostly 20 µM; stimulated with dexamethasone, 1 µM; stronger effect = lower value | z-score, hits read low | hit rate 0.47% among 220,000 | AID 1381;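 active = plate z-score of nuclear minus cytoplasmic receptor signal below a set negative limit, without overly bright fluorescence or cell loss, cut at about -3.5 in these data, passing the limit was not always enough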;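 note: z-score of nuclear minus cytoplasmic ring GR-EGFP intensity difference per well; some compounds called inactive have numbers as strong as hits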
#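 Buffer or medium: tet-free medium with charcoal-stripped serum / Also added: dexamethasone agonist, 1.0 µM final, for 30 min / Timing: induction 48 h, compound 1 h, agonist 30 min / Measured by: high-content fluorescence imaging after fixation / Read-out: nuclear-to-cytoplasmic GR-EGFP distribution per well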
# WT yeast gro inh mutant strain: also measured in WT yeast gro inh; calls as there; inhibition, %; mitochondrial fusion phenotypic screen, mutant strain inhibition
# Dynein transport cytoplasmic EGFP: second read-out of Dynein transport, no call of its own (marks repeat the call); z-score; measured here: cytoplasmic GR-EGFP intensity; stronger effect = higher value
# Dynein transport nuclear GR-EGFP: recorded beside Dynein transport, whose call it bears; z-score; measured here: nuclear GR-EGFP intensity;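 lower value marks the stronger effect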
# Dynein transport cell count: recorded beside Dynein transport, whose call it bears; z-score; measured here: cell count per field
# Insulin prom up cell count: further read-out of Insulin prom up, marked with its call; cell count; measured here: cytotoxicity, nuclei count;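 total cells summed across four imaged fields per well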
# Hep lipid drop cells 6.5 µM: recorded beside Hep lipid drop, whose call it bears; cell count; measured here: cell count, cytotoxicity flag;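 cells counted across two imaged fields per well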
# b-catenin transl cell count 5 µM: further read-out of b-catenin transl, marked with its call; cell count; measured here: cell count, cytotoxicity flag
# MT stabilizer Hoechst-high %: further read-out of MT stabilizer, marked with its call; % Hoechst-high responders; measured here: nuclear condensation Hoechst responders;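 share of cells brighter than vehicle mean plus two SD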
# MT stabilizer cytotoxicity %: second read-out of MT stabilizer, no call of its own (marks repeat the call); toxicity, %; measured here: cytotoxicity by cell density;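 0% = mean cell density of plate MIN control wells and 100% = no cells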
# Autophagy mod cell loss 18 h: also measured in Autophagy mod; calls as there; toxicity, %; measured here: cell loss, nuclei count;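 cell loss after 18 h compound exposure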
# Numbers without * were called inactive; i = inactive; nt = no result given. These rows are one share of the data; the hit share may differ from the screen's.
SMILES,Insulin prom up,Insulin prom up cell count,b-catenin transl,b-catenin transl cell count 5 µM,Yfh1-depleted yeast,Autophagy mod,Autophagy mod cell loss 18 h,MT stabilizer,MT stabilizer Hoechst-high %,MT stabilizer cytotoxicity %,Hep lipid drop,Hep lipid drop cells 6.5 µM,WT yeast gro inh,WT yeast gro inh mutant strain,HEK293 NOD2/NF-kB,Dynein transport,Dynein transport cytoplasmic EGFP,Dynein transport nuclear GR-EGFP,Dynein transport cell count
COc1ccccc1N1CCN(C(=O)CCCn2c(=O)[nH]c3ccsc3c2=O)CC1,-0.67,1966,-3.3,1131,i,nt,nt,2.7,1.0,5.0,-12,668,0,-8,2%,-0.16,-0.2,0.23,0.017
NC(=O)c1ccc(-c2ccccc2F)cc1,-0.1,1010,0.7,1284,i,nt,nt,nt,nt,nt,21,756,nt,nt,-1%,-0.042,-0.28,-0.049,-0.22
CCCCOC(=O)C1CN(c2ccccc2)N=C1C(=O)OCC (stereo not drawn),0.68,1381,0.9,1020,i,i,-5,3.2,2.1,2.5,-12,595,-19,15,9%,0.34,-0.24,0.38,0.21
CCOc1ccccc1N(CC(=O)Nc1cccnc1)S(=O)(=O)c1ccc(C)cc1,-0.11,1471,-2.2,1044,i,i,-9,3.5,2.1,4.4,-17,662,-2,-10,10%,-0.18,-0.33,-0.18,0.59
COc1ccc(-n2c(-c3ccccc3)cc3c2CCCC3=O)cc1,-0.41,933,0.8,775,i,i,10,16,11,21,nt,nt,11,11,18%,-0.75,-0.0016,-0.56,0.28
COc1cccc(OC)c1C(=O)N1CCN(Cc2ccncc2)CC1,-0.27,1666,0.7,1010,i,i,-3,3.6,2.8,6.5,20,660,-14,-5,10%,0.51,-0.21,0.13,-0.81
c1cc(C2CCCCC2)ccc1Oc1nc(N2CCOCC2)nc(N2CCOCC2)n1,nt,nt,nt,nt,i,i,11,7.0,2.1,0.7,nt,nt,6,-16,9%,0.99,-0.14,0.8,0.087
CC1CCCCN1S(=O)(=O)c1ccc(C(=O)Nc2ccccc2-c2nc3ccccc3[nH]2)cc1 (stereo not drawn),-1.4,1073,2.1,1007,i,i,25,3.6,2.1,8.2,-15,631,-6,11,-4%,0.46,-0.26,0.39,0.67
O=C(Nc1cccnc1Cl)c1ccc2c(Cl)c3c(nc2c1)CCC3,-0.94,1326,-1.4,1112,i,i,2,1.5,2.5,2.5,7,683,17,-2,-142%,-1,-0.2,-0.85,0.5
CCOC(=O)c1ccccc1NC(=O)CSc1ncc(C(=O)OCC)c(N)n1,0.28,1155,4.8,969,i,i,3,2.0,1.8,6.2,2,816,3,8,25%,-0.53,-0.22,-0.36,0.64
Cc1ccc(N(CN2C(=O)C3CC=CCC3C2=O)C(=O)c2ccco2)cc1Cl (stereo not drawn),-0.57,1145,-9.4,1047,i,i,2,4.5,3.9,1.7,nt,nt,-8,-9,8%,1.9,0.15,2,-2.4
Cc1c(C(=O)C(=O)NCCCn2ccnc2)c2ccccc2n1C,-0.86,1280,0.5,1170,i,i,10,3.0,3.0,5.8,-8,683,-9,-10,20%,-0.42,0.75,-0.11,0.65
N=c1oc2ccccc2cc1-c1nc2ccccc2c(=O)[nH]1,1.1,768,nt,nt,i,i,8,3.0,4.5,7.3,nt,nt,3,-2,-11%,-0.062,-0.19,-0.025,0.31
CCCc1cc(=O)[nH]c(SCC(=O)NC(=O)OCC)n1,0.25,1022,nt,nt,i,i,-6,2.0,2.4,3.5,nt,nt,8,15,-14%,0.16,-0.22,0.35,-0.43
CC(C)(C)n1nnnc1C(c1cccnc1)N1CCOCC1 (stereo not drawn),-0.16,1413,-2.0,1106,i,i,-16,3.1,2.1,9.8,8,728,-10,-5,16%,-0.48,-0.31,-0.062,-0.11
O=C(NC1CCN(CC(=O)N(c2ccccc2)c2ccccc2)CC1)c1ccc([N+](=O)[O-])cc1,-0.49,1436,-3.3,988,i,i,-9,1.7,1.1,10,2,676,-11,-4,11%,-0.3,-0.33,0.045,0.73
CCCOc1ccc(/C(O)=C2/C(=O)C(=O)N(CCCOC)C2c2cccnc2)cc1 (stereo not drawn),1.1,1222,nt,nt,i,i,17,4.6,2.6,9.6,-10,717,-36,-26,-2%,-0.099,-0.18,0.26,-0.14
Cc1cc(-c2ccc(Cl)cc2)oc(=O)c1NC(=O)c1ccccc1,nt,nt,nt,nt,i,i,12,2.0,1.9,9.3,nt,nt,3,20,11%,-0.45,-0.2,0.14,1.1
CC(=O)N1CCCc2cc(S(=O)(=O)N(C)CCC#N)ccc21,0.24,1425,-0.9,1363,i,i,17,4.5,2.3,4.5,nt,nt,nt,nt,6%,0.036,-0.13,0.68,-0.39
CCNC(=O)COC(=O)c1ccc(S(=O)(=O)N2CCCCCC2)cc1,0.01,1423,-0.6,773,i,i,3,8.2,2.4,4.8,nt,nt,23,15,12%,-0.5,-0.19,0.0036,0.059
Fc1ccc(COc2ccccc2CNc2nn[nH]n2)cc1,-1,1625,-5.3,1235,i,i,16,3.1,2.2,8.2,10,687,-6,1,-1%,-1.1,0.43,0.17,1.3
CCn1c(C)cc2c(c1=O)C(c1ccccc1)C(C(=O)OC)=C(N)O2 (stereo not drawn),0.27,1322,-3.3,1405,i,i,1,1.3,2.4,7.8,nt,nt,1,8,0%,0.27,0.36,-0.042,0.38
COc1ccc(N(C(C)C(=O)N/N=C/c2ccc(OC)c(OC)c2)S(C)(=O)=O)cc1 (stereo not drawn),nt,nt,-0.2,1085,i,i,-11,2.9,1.0,4.7,2,739,6,6,17%,-1.2,-0.27,-0.73,1.3
COc1ccc(/C=N/N2CCN(C)CC2)cc1O,0.4,1685,-0.5,1037,i,i,13,3.4,1.6,6.2,2,643,5,3,2%,-0.095,-0.23,-0.21,0.95
CCN(C(=O)Cn1cc(C(C)=O)c2ccccc21)c1ccccc1,-0.64,1497,-0.8,1015,i,i,-9,3.5,1.9,8.6,-21,624,-15,-7,2%,-0.99,-0.32,-0.56,1.2
CC(=O)Nc1sc2c(c1C#N)CCC(C)C2 (stereo not drawn),-0.06,1364,1.8,1488,i,i,-2,3.2,1.6,11,20,732,10,-13,-11%,-0.23,-0.27,-0.65,0.76
OCCNc1nc2ccccc2[nH]1,-0.23,1484,-3.1,1359,i,i,-1,2.5,1.1,1.9,nt,nt,2,9,13%,-0.35,-0.22,-0.87,0.34
CCCC1=C(C(=O)OCC)C(c2ccncc2)n2ncnc2N1 (stereo not drawn),0.04,972,nt,nt,i,i,0,1.2,0.9,6.6,0,769,-11,7,-14%,-0.59,0.018,-0.46,0.5
C/C(CC(=O)Nc1cccc(C(F)(F)F)c1)=N\NC(=O)C(=O)NCC(C)C,1.5,1325,-0.7,1107,i,i,4,1.4,1.9,11,-10,716,-18,0,-7%,-0.98,-0.24,-0.37,0.59
Cc1cccc2nc(CNc3ccc(F)cc3)cn12,1.5,1214,-0.9,1004,i,i,1,1.9,1.7,2.9,-6,758,16,22,10%,-0.13,-0.23,0.006,-0.16
O=C(NCc1ccc(F)cc1)c1noc2c1CCCC2,0.38,1371,0.5,1329,i,i,9,3.3,1.3,1.2,nt,nt,56,44,-6%,-0.13,-0.32,-0.18,0.35
CCN(CC)C(=O)CSc1nnc(-c2ccco2)n1Cc1ccco1,0.04,1180,-3.2,913,i,i,1,1.5,2.0,9.0,nt,nt,-43,-2,17%,-0.34,-0.2,-0.17,0.26
CCOc1ccc(-c2nc(C#N)c(N3CCN(Cc4ccccc4)CC3)o2)cc1,0.84,820,nt,nt,i,i,4,7.7,2.1,5.7,nt,nt,-2,-13,16%,-0.81,-0.18,-0.43,-0.26
Cn1nnnc1SCC(=O)c1c(N)n(C)c(=O)n(C)c1=O,nt,nt,nt,nt,i,i,6,3.0,2.6,7.8,nt,nt,7,8,8%,-0.93,-0.36,-0.23,0.39
NC(=S)NNc1c(F)c(F)c(F)c(F)c1F,-0.77,1176,0.9,1126,i,i,9,4.0,2.5,1.8,6,693,14,2,6%,0.34,-0.19,0.48,-0.44
CC(C)NC(=O)c1cc2c(C(F)(F)F)nn(C)c2s1,1.6,1432,2.2,1460,i,i,1,2.5,1.8,7.1,nt,nt,-18,6,16%,-0.96,-0.13,-0.55,1

# Single records, from the list above:
# CC(=O)Nc1sc2c(c1C#N)CCC(C)C2 (stereo not drawn) reads Insulin prom up = -0.06; Insulin prom up cell count = 1364; b-catenin transl = 1.8; b-catenin transl cell count 5 µM = 1488; Yfh1-depleted yeast = i; Autophagy mod = i; Autophagy mod cell loss 18 h = -2; MT stabilizer = 3.2; MT stabilizer Hoechst-high % = 1.6; MT stabilizer cytotoxicity % = 11; Hep lipid drop = 20; Hep lipid drop cells 6.5 µM = 732; WT yeast gro inh = 10; WT yeast gro inh mutant strain = -13; HEK293 NOD2/NF-kB = -11%; Dynein transport = -0.23; Dynein transport cytoplasmic EGFP = -0.27; Dynein transport nuclear GR-EGFP = -0.65; Dynein transport cell count = 0.76
# CC(C)NC(=O)c1cc2c(C(F)(F)F)nn(C)c2s1 reads Insulin prom up = 1.6; Insulin prom up cell count = 1432; b-catenin transl = 2.2; b-catenin transl cell count 5 µM = 1460; Yfh1-depleted yeast = i; Autophagy mod = i; Autophagy mod cell loss 18 h = 1; MT stabilizer = 2.5; MT stabilizer Hoechst-high % = 1.8; MT stabilizer cytotoxicity % = 7.1; Hep lipid drop = nt; Hep lipid drop cells 6.5 µM = nt; WT yeast gro inh = -18; WT yeast gro inh mutant strain = 6; HEK293 NOD2/NF-kB = 16%; Dynein transport = -0.96; Dynein transport cytoplasmic EGFP = -0.13; Dynein transport nuclear GR-EGFP = -0.55; Dynein transport cell count = 1

# Bioassay records as filed in PubChem BioAssay.
